Screening results from PubChem.
aSyn yeast rescue: alpha-synuclein toxicity suppression in yeast. actives 0.02% (n = 94,000). Potency, µM (doses to about 46.1 µM), for inactives: at the highest dose growth rescue (activation), usual class: activators. AID 1347070. S. cerevisiae alpha-synuclein toxicity rescue, BacTiter-Glo growth, 24 h; active = well fitted activation curve with a large enough effect; inconclusive = small, poorly fitted or top-dose-only effect; note: 0% is about no effect
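Growth restoration measured by BacTiter-Glo luminescence after 24 hr at 30 deg C; alpha-synuclein yeast, raffinose-pregrown to mid-log, were added at OD600=0.02 in galactose medium onto pinned compounds.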
Numbers without * were called inactive; ? = inconclusive. Potency is the fitted concentration of half-maximal effect.

SMILES	aSyn yeast rescue
Cn1c(CSCC(=O)Nc2ccccc2)nnc1SCc1ccccc1	-12%
Cc1cc(-c2nc3ncccc3o2)ccc1NC(=O)COc1cc(C)c(Cl)c(C)c1	-10%
COc1ccc(OC)c(NC(=O)Cn2cnc3ccc(S(=O)(=O)N4CCC(C)CC4)cc3c2=O)c1	-3%
Cc1cc(=O)[nH]c(SCC(=O)Nc2ccc(Br)cc2)n1	-1%
Cc1ccc(CNC(=O)COC(=O)CCOc2ccc(C)cc2)cc1	-4%
COc1cccc(CN2CCN(Cc3ccc(OC)c(OC)c3)CC2CCO)c1 (stereo unspecified)	-1%
COc1ccc(CCNC(=O)CSc2nc3nc(C)c(Cc4ccc(C)cc4)c(C)n3n2)cc1OC	3%
COc1ccccc1CNS(=O)(=O)c1c(C(=O)N2CCC(C)CC2)c(C)n(C)c1C	-4%
COc1cc(Cl)c(NS(=O)(=O)c2cc(-c3cc(C)no3)ccc2OC)c(OC)c1	-3%
O=C(O)/C=C/c1cccc(NC(=O)c2ccc(Cl)cc2)c1	0%

Molecules above containing an aryl thioether with sulfur outside any ring, in the order listed:
SMILES	aSyn yeast rescue
Cn1c(CSCC(=O)Nc2ccccc2)nnc1SCc1ccccc1	-12%
Cc1cc(=O)[nH]c(SCC(=O)Nc2ccc(Br)cc2)n1	-1%
COc1ccc(CCNC(=O)CSc2nc3nc(C)c(Cc4ccc(C)cc4)c(C)n3n2)cc1OC	3%

(further entries)
SMILES	aSyn yeast rescue
Cc1ccc(C)c(CN2C(=O)c3ccccc3S(=O)(=O)c3ccc(C(=O)NCCCN4CCCC(C)C4)cc32)c1 (stereo unspecified)	3%
CC(C)Cc1cc(C(=O)Nc2ccc(F)cc2F)no1	5%
Cc1cccc(Cn2c(=O)n(-c3ccccc3C)c(=O)c3c2c2cc(C)ccc2n3C)c1	8%
CCN1CCN(CCCNC(=O)CS(=O)(=O)Cc2nc(-c3cccc(OC)c3)oc2C)CC1	-1%
CC(C)=CCCC(C)=CCN1C(=O)CN(C)C1=O	9%
COc1ccc(Nc2c(-c3ccc(C)o3)nc3ccc(Cl)cn23)cc1	5%
O=C(CSc1nc(O)c(Cc2ccccc2)c(=O)[nH]1)c1ccccc1	16%
COc1ccc(-n2nc(C(=O)NCCc3ccc(Cl)cc3)c3c4ccccc4n(C)c3c2=O)cc1Cl	-10%
Cc1cccc(C(=O)NCC(=O)NCCCSc2ccccc2)c1	1%
CCOC(=O)N1CCN(C(=O)COC(=O)c2ccc(S(=O)(=O)N(CC)CC)cc2)CC1	9%
Cc1ccccc1OCc1nnc(SCCN2CCCC2)n1-c1ccccc1	3%
Cc1cc(C)c2oc(C(=O)Nc3c(C)n(C)n(-c4ccccc4)c3=O)cc(=O)c2c1	2%
CC1CC(=S)Nc2ccccc2N1C(=O)Nc1ccccc1 (stereo unspecified)	2%
CCC(=O)N1CCc2cc(S(=O)(=O)NCCC(=O)Nc3ccc(OC)c(OC)c3)ccc21	2%
C/[N+]([O-])=C\CC(=O)c1ccc(-c2ccccc2)cc1	14%
CC(C)CN(CCCNC(=O)c1cn(C)c2ccc(S(=O)(=O)N(C)C3CCCCC3)cc2c1=O)CC(C)C	-1%
CCCC(=O)OCc1cnc(C)c2oc(=O)c(C(=O)Nc3cccc(C(F)(F)F)c3)cc12	-2%
COCc1cc(C)nc2sc(C(=O)Nc3cc(C)ccc3F)c(N)c12	-4%
COc1cc(O)ccc1C1CC(=O)Nc2c1c(=O)nc(SCc1ccccc1C)n2C (stereo unspecified)	0%
O=C(CSc1cn(CCNC(=O)c2c(F)cccc2F)c2ccccc12)Nc1ccccc1F	1%
CCCCC(CC)CNC(=O)C1CCC(CNS(=O)(=O)c2cccc3nsnc23)CC1 (stereo unspecified)	-3%
C=CCn1c(SCC(=O)Nc2cc(C)on2)nc2sc(C)c(C)c2c1=O	3%
Cc1ccccc1Cn1c(CN2CCC(C(=O)NCc3cccnc3)CC2)cc2ccccc21	1%
CCCN(C(=O)c1cn(C)c(=O)c2ccccc12)c1ccccc1C	0%
Cc1ccc(CCNC(=O)C(CC(C)C)NS(=O)(=O)c2ccc3c(c2)oc(=O)n3C)cc1 (stereo unspecified)	-7%
CCOC(=O)CSc1ccc2nnc(CCNS(=O)(=O)c3ccccc3)n2n1	3%
CS(=O)(=O)N(Cc1ccc(Cl)cc1)c1ccc(C(=O)N/N=C/c2cc3ccccc3nc2Cl)cc1	2%
O=C(O)C1(Cc2nc3ccccc3[nH]2)CCCC1	-8%
CCN(CC)S(=O)(=O)c1cccc(NC(=O)COC(=O)CNC(=O)c2cccc(F)c2)c1	-7%
C[C@@H]1CN([C@H](C)CO)S(=O)(=O)c2ccc(C#Cc3cccc(F)c3)cc2O[C@@H]1CN(C)C(=O)CN1CCOCC1	-12%
COc1cc(OC)c(NS(=O)(=O)c2cc(-c3cnc(C)o3)ccc2OC)cc1Cl	3%
Cc1cccc(NC(=O)CSc2ncc(-c3ccc(Br)cc3)[nH]2)c1	-2%
Cc1noc(C)c1S(=O)(=O)NCCc1csc2nc(-c3ccc(Cl)cc3)nn12	19%
Clc1ccc(CN2CCc3nc(Nc4ccc5c(c4)OCCO5)ncc3C2)cc1	-1%
Cc1ccc(Cl)cc1N1CCN(C(=O)c2cc(S(=O)(=O)N3CCCCC3)cn2C)CC1	2%
COc1ccc(-n2cc(-c3ccccc3)c3c(SC(C)C(C)=O)ncnc32)cc1 (stereo unspecified)	0%
Cc1ccc(NC(=O)c2sc3ncnc(N(C)C4CCCCC4)c3c2C)cc1	24%
COC(=O)c1ccc2c(=O)n(CCCCCC(=O)NC(C)C)c(=O)[nH]c2c1	-8%
CSc1cccc(NC(=O)C2CCCN(S(=O)(=O)c3ccc4c(c3)CCCN4C(C)=O)C2)c1 (stereo unspecified)	-3%
CCOC(=O)c1c(S(=O)(=O)NCC(=O)NCc2cccc(C)c2)c(C)n(C)c1C	3%
CCCc1nc2ccccc2c(=O)n1CC(=O)c1ccc(F)cc1	2%
Cc1ccc(CNC(=O)C(=O)NCC2CCCN2S(=O)(=O)c2cc(C)ccc2C)cc1 (stereo unspecified)	-13%
Cc1nn2c(=O)cc(COC(=O)c3ccco3)nc2s1	-6%
Cc1ccc2oc(=O)n(CCOc3ccccc3Cl)c2c1	-7%
COc1cccc(-c2nc(S(=O)(=O)c3ccc(Cl)cc3)c(NCc3ccccc3)o2)c1	15%
CC(NC(=O)c1ccc(Cn2c(=O)c3cccn3c3cccnc32)cc1)c1ccccc1 (stereo unspecified)	1%
Cc1ccc(S(=O)(=O)Nc2cc(C)on2)cc1	10%
CCCOc1ccccc1C(=O)N1CCCCC1CCN1CCCCC1 (stereo unspecified)	-12%
COc1cc(/C=C(\C#N)c2nc3ccccc3[nH]2)cc(Br)c1OCc1ccccc1	-10%
CC(Oc1ccccc1)C(=O)Nc1nnc2n1CCS2 (stereo unspecified)	1%

Carrying on.
SMILES	aSyn yeast rescue
N=c1sccn1CC(=O)Nc1cc(S(=O)(=O)N2CCCCC2)ccc1Cl	-2%
N#Cc1c(Nc2ccccc2)c(/C=N/N=C/c2ccccc2)c[nH]c1=O	7%
CS(=O)(=O)c1ccccc1-c1nnc(NC(=O)c2cccc(N3C(=O)CCC3=O)c2)o1	-7%
Cc1ccc(CNC(=O)CCS(=O)(=O)c2cc3c4c(c2)CCN4C(=O)CC3)cc1	0%
CCOC(=O)c1cc(-c2ccc(OC)cc2)n(CCC(=O)Nc2nc3ccc(OCC)cc3s2)c1C	0%
Cc1ccc(NCN2C(=O)c3ccccc3C2=O)cc1Cl	4%
CCc1ccc(OCC(=O)NC(Cc2c[nH]c3ccccc23)C(=O)O)cc1 (stereo unspecified)	7%
Cc1cccc(OCCCSc2nc(-c3ccc(C(C)(C)C)cc3)nc3cc(=O)[nH]n23)c1C	-4%
O=C(Nc1c(C(=O)c2ccccc2)oc2ccccc12)c1cc(=O)c2ccccc2o1	0%
CCc1ccc(OCC(=O)N(Cc2cccs2)c2ccc(Cl)cc2)cc1	28%
CSCCC(NC(=O)COc1ccccc1)C(=O)OCCOc1ccc(F)cc1 (stereo unspecified)	-22%
Cc1nc(SCc2ccc(C(=O)O)cc2)c2c(C)c(C)sc2n1	5%
Cc1ccc(C)c(N2CCN(S(=O)(=O)c3ccc4c(c3)CCN4C(=O)CCC(=O)O)CC2)c1	2%
COc1ccccc1CNC(=O)COc1cccc(-n2cnnn2)c1	6%
COc1ccc(S(=O)(=O)Nc2ccc(NC(C)=O)cc2)cc1[N+](=O)[O-]	-10%
CCOc1ccc(NC(=O)CSC2=Nc3ccccc3C3=NC(CCC(=O)NCc4ccco4)C(=O)N23)cc1 (stereo unspecified)	-10%
COc1cccc(CN(C(=O)c2oc3ccccc3c2C)C2CCS(=O)(=O)C2)c1 (stereo unspecified)	13%
COc1ccc(CC(=O)Nc2ccc(S(=O)(=O)Nc3nccs3)cc2)cc1	-5%
COc1ccccc1CNc1ccc(-c2nc(C)no2)cc1[N+](=O)[O-]	5%
CC(=O)c1ccc(NC(=O)C2CCCN(C(=O)c3ccc(Cl)cc3)C2)cc1 (stereo unspecified)	-17%
CN(C(=O)COC(=O)C1CCN(S(=O)(=O)c2c(Cl)cccc2Cl)CC1)C1CCCCC1	3%
CCc1nnc(NC(=O)CSc2nc(C)cs2)s1	-2%
O=C(NCCS(=O)(=O)N1CCN(c2ccccc2)CC1)C1CC(=O)N(c2ccccc2)C1 (stereo unspecified)	-4%
O=C(COc1ccc(Cl)cc1Cl)N/N=C/c1cccnc1	1%
CCc1ccc(-n2nc(C)c3c(C)cc(=O)n(CC(=O)Nc4ccc(OC)c(OC)c4)c32)cc1	-3%
Cc1ccc(NC(=O)C(=O)NCC(c2cccnc2)N2CCN(Cc3ccccc3)CC2)cc1 (stereo unspecified)	8%
CCOC(=O)CN1CCC(C2(c3cc4ccccc4[nH]3)OCCO2)CC1	6%
CC(/C=C/c1ccccc1)=N/NC(=O)CNC(=O)c1ccccc1F	3%
COc1ccc(CNC(=O)c2ccc(CS(=O)Cc3ccccc3Cl)o2)cc1 (stereo unspecified)	-4%
CCOC(=O)Cn1c(=O)oc2cc(S(=O)(=O)N(C)c3ccc(OC)cc3)ccc21	3%
CCOC(=O)c1noc2ncnc(Nc3cccc(OC)c3)c12	-12%
CCOC(=O)C1CCC(CN(Cc2ccc(OC)cc2)S(=O)(=O)c2ccc(F)c(C(=O)Nc3ccc(C)c(C)c3)c2)CC1 (stereo unspecified)	-4%
Cc1cc(C)c2c(c1)C(=O)/C(=C/c1ccc(C(=O)O)cc1)CC2	21%
CCOc1cccc2c1N[C@@H](c1ccc(C(=O)O)cc1)[C@H]1CC=C[C@@H]21	?
Cc1ccc2c(c1)C(=O)C(=O)N2CC(=O)Nc1ccccc1NC(=O)c1ccccn1	-9%
O=C(C[C@H]1C[C@H]2c3cc(NC(=O)CC4CC4)ccc3O[C@H]2[C@H](CO)O1)NCc1ccccc1F	4%
O=C(NC(C(=O)N/N=C/c1cc([N+](=O)[O-])ccc1O)c1n[nH]c(=O)c2ccccc12)c1ccccc1 (stereo unspecified)	-23%
CSc1ccc(C2c3c(oc4cc(C)cc(C)c4c3=O)C(=O)N2Cc2ccco2)cc1 (stereo unspecified)	3%
COc1ccc(-c2cc(C(=O)Nc3c(C)n(C)n(-c4ccccc4)c3=O)no2)cc1	3%
CN(C)c1ccc(C(CNC(=O)c2ccccc2Cl)N2CCCC2)cc1 (stereo unspecified)	-5%

Eleven compounds out of the list, ordered by heavy-atom count, highest first.
SMILES	aSyn yeast rescue
CCOC(=O)C1CCC(CN(Cc2ccc(OC)cc2)S(=O)(=O)c2ccc(F)c(C(=O)Nc3ccc(C)c(C)c3)c2)CC1 (stereo unspecified)	-4%
O=C(NC(C(=O)N/N=C/c1cc([N+](=O)[O-])ccc1O)c1n[nH]c(=O)c2ccccc12)c1ccccc1 (stereo unspecified)	-23%
O=C(C[C@H]1C[C@H]2c3cc(NC(=O)CC4CC4)ccc3O[C@H]2[C@H](CO)O1)NCc1ccccc1F	4%
Cc1ccc2c(c1)C(=O)C(=O)N2CC(=O)Nc1ccccc1NC(=O)c1ccccn1	-9%
COc1ccc(-c2cc(C(=O)Nc3c(C)n(C)n(-c4ccccc4)c3=O)no2)cc1	3%
CCOC(=O)Cn1c(=O)oc2cc(S(=O)(=O)N(C)c3ccc(OC)cc3)ccc21	3%
COc1ccc(CNC(=O)c2ccc(CS(=O)Cc3ccccc3Cl)o2)cc1 (stereo unspecified)	-4%
CN(C)c1ccc(C(CNC(=O)c2ccccc2Cl)N2CCCC2)cc1 (stereo unspecified)	-5%
CCOc1cccc2c1N[C@@H](c1ccc(C(=O)O)cc1)[C@H]1CC=C[C@@H]21	?
CCOC(=O)c1noc2ncnc(Nc3cccc(OC)c3)c12	-12%
O=C(COc1ccc(Cl)cc1Cl)N/N=C/c1cccnc1	1%

Next part.
SMILES	aSyn yeast rescue
COc1cc(C(=O)NCC(c2cccs2)N2CCc3ccccc32)cc(OC)c1OC (stereo unspecified)	-10%
CC(=O)c1c(C)nn(C(=O)c2cccs2)c1C	3%
O=C(NC(CC(=O)N1CCN(c2ccccc2)CC1)c1ccccc1)c1ccccc1 (stereo unspecified)	12%
C#CCSc1nnnn1-c1cccc(Cl)c1	5%
CC(C)(C)c1ccc(C(=O)N2CCC(C(=O)NC3CC3)CC2)cc1	-6%
O=C(NCCNC(=O)c1ccco1)c1ccc(F)cc1	-3%
CC(C)CCNC(=O)Cn1c(-c2cccs2)cc2cc(F)ccc21	2%
Cc1ccc2cc(C)c(N3CCN(c4ccccn4)CC3)nc2c1	-2%
CC1CCCCN1CCCNC(=O)Cn1ncc2c([nH]c3ccccc32)c1=O (stereo unspecified)	-4%
O=S(=O)(NCC1(N2CCOCC2)CCCCC1)c1ccc(F)c(F)c1F	3%
CCOC(=O)C1CCN(c2ncnc3c2c(-c2ccccc2)cn3-c2cccc(C)c2)CC1	6%
O=C(NCC(=O)N(c1ccccc1F)C(C(=O)NC1CCCC1)c1ccncc1)c1ccco1 (stereo unspecified)	1%
Cc1c(NC(=O)c2csc3c2CCCC3)c(=O)n(-c2ccccc2)n1C	0%
Cc1ccc2c(CC(=O)NNC(=O)c3ccncc3)coc2c1	5%

A portion of the library, so the mix of outcomes need not match the whole.
